West Nile antiviral: inhibition of WNV-induced cytopathic effect – cell-based, CPE readout (AID 1621). 0.02% of 290,000 active. West Nile virus-infected cells, CPE inhibition; higher % means a stronger effect. CPE inhibition, % at 10 µM; hits with a dose series show IC50 in µM; in the data active = a potency from the dose series; inconclusive = CPE inhibition mostly from about 3.7% at the one dose, without a potency; inactive = the rest, 99 in 100 with CPE inhibition below about 2.2%; also: strong numbers were not always called active
SV40 large T antigen: SV40 large T antigen inhibitors, biochemical (AID 1903). SV40 large T antigen ATPase/helicase inhibition assay; higher % means a stronger effect. 0.39% of 310,000 active. inhibition, % at 20 µM, or IC50 in µM where a hit was titrated; in the data active = a potency from the dose series; inconclusive = inhibition mostly from about 32% at the one dose, without a potency; inactive = the rest, 99 in 100 with inhibition below about 32%; also: strong numbers were not always called active
Myeloid diff MLP: myeloid differentiation induction; ER-HoxA9 myeloid progenitors, lysozyme-GFP differentiation, flow cytometry; calls only at 10 µM; 1% of 360,000 active; AID 624256;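 active = normalized GFP-positive differentiation at or above the plate's own cutoff, the solvent-only control mean plus 3 SD; inconclusive = no clear call, values can overlap the other calls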;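 also: cells exposed to compound for four days before flow analysis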
bCat nuc transl: alters nuclear translocation of beta-catenin in HeLa cells. nuclear translocation activity, % at 5 µM. 0.3% of 190,000 active. AID 1665. immunofluorescence imaging;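 active = nuclear translocation activity above 50% at 5 µM, with a well cell count of 50 or more; inconclusive = wells under 50 cells across six images, flagged as toxic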;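 also: per-cell ratio of nuclear to cytoplasmic median beta-catenin stain intensity; plate controls were DMSO negative control for no effect and GSK-3 inhibitor IX positive control for full effect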
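Test system: HeLa cells, endogenous beta-catenin; Compound: single 5 µM dose plus 0.02–20 µM confirmation series; Times: compound exposure 24 h at 37°C; Signal: fluorescence imaging of beta-catenin antibody stain plus DAPI; Read-out: % activation, nuclear-to-cytoplasmic median beta-catenin signal ratio per cell.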
T cell modulator: T cell immune modulators affecting CD8 T cell-vesicle binding | 0.068% of 330,000 active | calls only at 7 µM | 2C CD8+ T cell-vesicle binding, flow cytometry; hits give low values;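 active = response, share of CD8 T cells binding vesicles, and their 90th percentile fluorescence all below set limits, cut at about 80% in these data, passing the limit was not always enough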
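incubation = binding step 1.5 h, 37 °C, antibody labelling 20 min, ice | test system = 2C mouse CD8+ T cells | read-out basis = percent CD8+ FL2 mean versus row control | controls = Peptide-free naked vesicles (low) and QL9 vesicles with 0.7% DMSO vehicle (high) | detection = flow cytometry of vesicle-bound cells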
RSV antiviral HEp-2: inhibition of RSV-induced cytopathic effect – HEp-2 cells, primary 10 µM value included (AID 2391). HEp-2 cells, RSV-induced CPE inhibition; higher % means a stronger effect. one-dose CPE inhibition, % at 10 µM; IC50 in µM for titrated hits. 0.13% of 310,000 active; in the data active = a potency from the dose series; inconclusive = CPE inhibition mostly from about 23% at the one dose, without a potency; inactive = the rest, 99 in 100 with CPE inhibition below about 21%; also: strong numbers were not always called active
WT yeast gro inh: growth inhibition of WT yeast, mitochondrial fusion screen. 2.1% of 190,000 active. mitochondrial fusion phenotypic screen, WT strain. AID 1362. inhibition, % at 10 µM; in the data active = inhibition above about 58%; tested in S. cerevisiae
Rac1 GTP hydrolysis: MgcRacGAP GTPase-activating activity inhibitors, confirmation, biochemical, ADP Hunter fluorescence; MgcRacGAP-stimulated Rac1 GTP hydrolysis, ADP Hunter fluorescence; higher % means a stronger effect; GST-tagged Rac1 F28L mutant substrate; AID 624330; 0.6% of 340,000 active; inhibition, % at 30 µM; hits with a dose series show IC50 in µM;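 active = first-screen hits whose inhibition reached a set limit at any dose in the follow-up dose series; inconclusive = inhibition above the set first-screen limit but never retested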;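 also: fluorescence reports GDP produced by GAP-driven GTP hydrolysis; strong numbers were not always called active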
PhoP inhibition: PhoP-dependent GFP reporter repression – Salmonella Typhimurium, primary screen (AID 1863); 0.16% of 300,000 active; one-dose inhibition, % at 50 µM; IC50 in µM for titrated hits; S. Typhimurium PhoP-regulated promoter GFP reporter, 4 h; higher % means a stronger effect;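 active = inhibition over 29.93%, a cutoff 3 SD above the screen mean, later confirmed by dose response; inconclusive = inhibition over 29.93% but no dose response follow-up; inactive = inhibition at most 29.93% or unconfirmed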;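 also: 0% = low Mg2+ inducing control and 100% = high Mg2+ repressing control; strong numbers were not always called active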
WT yeast gro inh mutant strain: also measured in WT yeast gro inh; calls as there; inhibition, %; mitochondrial fusion phenotypic screen, mutant strain inhibition
bCat nuc transl cell count 5 µM: further read-out of bCat nuc transl, marked with its call; cell count; measured here: cell count, cytotoxicity flag
T cell modulator vesicle-bound %: further read-out of T cell modulator, marked with its call; double positive events, %; measured here: CD8+ vesicle-bound cell fraction;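 binding gate set so that unloaded-vesicle control wells show 10% double positive cells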
Myeloid diff MLP GFP+ MAC1+ %: further read-out of Myeloid diff MLP, marked with its call; GFP+ MAC1+ double positive, %; measured here: differentiation confirmed by MAC1 staining
* hit, by the source's call; i = inactive; ? = inconclusive; / = not tested or not shown.

SMILES	West Nile antiviral	SV40 large T antigen	Myeloid diff MLP	Myeloid diff MLP GFP+ MAC1+ %	bCat nuc transl	bCat nuc transl cell count 5 µM	T cell modulator	T cell modulator vesicle-bound %	RSV antiviral HEp-2	WT yeast gro inh	WT yeast gro inh mutant strain	Rac1 GTP hydrolysis	PhoP inhibition
C=C(C)C(=O)O[C@H]1C/C(C)=C\C(=O)/C=C(\C)[C@H](O)[C@@H]2OC(=O)C(=C)[C@@H]21	-2.4%	45.7%	?	/	1.7	1058	i	19.2	-4.5%	/	/	11.8%	7.5%
CC(=O)NCCc1nc2cc(NC(=O)c3ccccc3)ccc2n1C	0.0%	9.1%	i	0.2	-1.7	1039	i	39.2	0.4%	-3.5	4.2	7.6%	5.0%
Cc1ccc(OCCCC(=O)Nc2ccc(N3CCOCC3)cc2)c(C)c1	0.2%	1.5%	i	1.7	0.0	1047	i	32.9	0.5%	-4.1	-1.8	9.7%	-4.5%
CCN(CC)CCNc1nc2nonc2nc1NCCN(CC)CC	0.1%	8.1%	i	0.6	1.3	1299	i	54.7	-0.7%	/	/	9.8%	-7.9%
CCOc1ccc(/C=N\NC(=O)c2c(C)nc3cc(C)ccn23)cc1	-0.3%	5.3%	i	0.4	/	/	i	69.1	1.0%	/	/	6.0%	7.7%
CCSc1nc2sc3c(c2c(=O)n1-c1ccc(OC)cc1)CCN(C)C3	0.4%	5.8%	i	1.1	-0.7	1039	i	18.1	1.9%	/	/	13.4%	2.2%
NC(=O)COC(=O)CC1CC2CCC1C2 (stereo unspecified)	0.4%	1.2%	i	1.0	-2.4	1000	i	46.9	-1.7%	8.9	10.3	6.8%	-2.3%
Cc1ccc(S(=O)(=O)N2CCCC2C(=O)NCc2ccco2)cc1 (stereo unspecified)	-0.9%	14.2%	i	2.0	-1.5	1164	i	40.1	1.9%	-24.0	-5.5	9.9%	-6.7%
CCOC(=O)C1=C(COC(=O)c2cc(Br)c(Br)s2)NC(=O)NC1C (stereo unspecified)	/	13.7%	i	0.7	/	/	i	56.7	0.4%	/	/	3.6%	-5.8%
C/C(=N/NS(=O)(=O)c1ccc(Cl)cc1)c1cccc(O)c1	-0.2%	3.0%	i	0.9	-5.3	1166	i	18.8	0.7%	1.0	20.0	5.8%	0.1%
O=C1OC(/C=C/c2ccccc2)=NC/1=C/C=C/c1ccccc1	1.6%	6.0%	i	0.6	-1.4	1000	i	10.0	1.7%	-2.6	-46.1	5.5%	-6.2%
Cc1ccc(C)c(N(CC(=O)NC(C)(C)C)C(=O)CNC(=O)c2cccs2)c1	-0.9%	4.6%	i	0.1	-1.6	1499	i	21.0	-0.5%	8.6	-6.0	2.9%	-0.1%
O=C(NNC(=O)c1cc(-c2ccncc2)nc2ccccc12)Nc1ccc(F)cc1	2.0%	25.8%	i	0.7	/	/	i	70.4	0.1%	/	/	6.6%	-3.0%
CCOC(=O)[C@H]1[C@H]2COc3ccc(OC)cc3[C@@H]2N2C(=O)c3cc(OC)c(OC)cc3NC(=O)[C@@]12C	/	-2.0%	i	1.6	/	/	/	/	-2.7%	/	/	6.3%	/
COCCNC(=O)CCc1ccc(S(=O)(=O)Nc2ccc(C)cc2)cc1	0.2%	-4.6%	i	7.0	-3.1	1140	i	52.8	/	-5.7	-32.6	1.3%	-1.7%
CCOc1ccc(S(=O)(=O)N2CCC(C(=O)N3CCN(c4ccccc4F)CC3)CC2)cc1C	-0.2%	-0.4%	?	/	/	/	i	66.7	?	/	/	6.1%	5.5%
CCOC(=O)C(C)Sc1nc2c(c(-c3cccs3)c1C#N)CCC2 (stereo unspecified)	-1.8%	2.3%	i	0.2	/	/	i	61.7	8.8%	30.2	-13.7	9.7%	5.0%
CCCCCCSc1ccc(-c2nc3ccccn3c2NCCCC)cc1	/	19.8%	i	2.5	/	/	i	44.4	-2.8%	/	/	8.2%	7.9%
Nc1nc(Nc2ccc(Cl)cc2)n[nH]1	0.1%	4.1%	i	1.0	/	/	i	23.5	1.4%	6.7	-11.1	7.2%	31.4%
C#CCOCCOCCOCCNc1nc(N2CCN(C(=O)C(Cc3cc4ccccc4[nH]3)n3cc(C(N)C(C)CC)nn3)CC2)nc(N2CCN(C(=O)C(Cc3cc4ccccc4[nH]3)n3cc(C(N)C(C)CC)nn3)CC2)n1 (stereo unspecified)	/	15.3%	i	1.6	-2.9	1106	/	/	-0.1%	4.9	5.8	4.2%	-14.0%
Cc1ccc(C(C)C)c(OCC(=O)NNC(=O)CC2OC(=O)c3ccccc32)c1 (stereo unspecified)	/	6.4%	i	0.2	/	/	i	0.0	-0.4%	/	/	6.9%	4.0%
COC(=O)Cc1ccc(NC(=S)NCc2ccc(OC)cc2)cc1	-0.8%	15.2%	i	0.4	-2.1	1117	i	55.1	0.0%	7.1	21.2	11.0%	-7.7%
COc1ccc(C(=O)N[C@H]2COC(C)(C)O[C@H]2c2ccccc2)cc1	-0.1%	3.1%	i	0.8	/	/	i	58.5	1.2%	9.2	10.4	8.2%	5.4%
COc1ccc(C2(C(=O)N3CCC(n4nc(-c5ccccc5)oc4=O)CC3)CC2)cc1	-0.1%	12.4%	i	2.1	/	/	i	10.8	1.4%	/	/	7.2%	-5.9%
COC(=O)c1ccc2c(=O)n(NC(C)=O)c(=S)[nH]c2c1	-0.2%	19.6%	i	1.0	-2.1	1113	i	34.6	0.8%	2.3	7.4	4.0%	-0.1%
COCCc1nnc(NC(=O)Cc2ccccc2)s1	1.5%	5.3%	i	1.4	-7.9	883	i	12.5	0.8%	-4.2	0.4	6.8%	2.6%
O=C(Nc1cccc(Br)c1)c1ccccc1-c1ccccc1	-0.3%	16.1%	i	0.7	4.9	1014	i	48.7	?	45.5	20.6	5.5%	-13.2%
Cc1cccc(NC(=O)NC2(C(=O)NCc3ccco3)CCCCC2)c1	-0.9%	-1.8%	i	0.8	/	/	i	30.9	3.6%	/	/	3.3%	12.5%
O=C(NC1CC1)C1CC(=O)N(c2ccccc2)C1 (stereo unspecified)	0.2%	9.0%	i	3.3	/	/	i	43.2	0.8%	/	/	1.4%	-2.4%
N#CC1=C(SCC(=O)Nc2ccccc2)NC(=O)CC1c1ccco1 (stereo unspecified)	1.4%	10.7%	i	7.1	/	/	i	6.1	-0.6%	-15.3	5.5	8.9%	5.5%
CC1CCCC(C)N1/N=C/C=C/c1ccccc1[N+](=O)[O-] (stereo unspecified)	-0.3%	10.4%	i	1.8	2.5	953	i	20.5	2.0%	-5.0	-8.8	4.5%	3.2%
O=C(CN1C(=O)NC(Cc2ccccc2)C1=O)Nc1ccccc1 (stereo unspecified)	0.9%	-5.4%	i	1.0	/	/	i	10.9	-1.3%	-7.1	5.1	10.6%	5.6%
CN(C1CCCCC1)C(CNS(=O)(=O)c1ccccc1)c1ccccc1 (stereo unspecified)	-1.6%	9.2%	i	1.7	/	/	i	63.0	-1.2%	/	/	-0.6%	7.0%
COc1ccccc1CNc1nc2ccccc2n1CCN1CCCCC1	-1.3%	16.8%	i	1.3	-4.5	781	i	26.4	8.6%	13.6	4.9	7.1%	2.6%
CCCOCC(O)COc1ccccc1C(=O)N1CCOCC1 (stereo unspecified)	0.0%	19.3%	i	0.8	1.9	1072	i	64.2	1.1%	-10.8	-2.9	4.7%	5.7%
Cc1ccc(/C=N/NC(=O)Cn2nc(C)c([N+](=O)[O-])c2C)o1	0.1%	11.7%	i	0.8	0.7	1334	i	46.8	/	/	/	7.2%	-0.3%
CC1(c2ccccn2)Nc2ccccc2-c2nc3ccccc3n21 (stereo unspecified)	0.0%	-1.7%	i	0.9	-1.1	888	i	37.7	1.1%	0.2	14.6	5.9%	-3.8%
Cc1cc(Cl)c(S(=O)(=O)N2CCN(c3cccc(C)c3C)CC2)cc1OCC(N)=O	-0.8%	20.7%	i	0.9	/	/	i	17.8	21.9%	23.8	25.9	-0.1%	0.7%
Cc1cc(C(=O)COC(=O)c2cc(Cl)c(O)c(Cl)c2)c(C)n1C	/	/	i	1.0	/	/	i	19.8	1.3%	/	/	9.8%	/
O=C(O)CSc1nc(-c2ccccc2)cc(=O)[nH]1	-0.4%	22.8%	i	0.7	-0.7	1242	i	48.6	4.3%	2.0	7.7	5.2%	0.1%
COc1cccc(OC)c1C(=O)Nc1ccc(Cc2ccncc2)cc1	-0.6%	12.6%	i	0.5	-1.4	1097	i	7.5	6.9%	3.4	6.6	4.9%	10.7%
Cc1cc(C)n(-c2nnc(C)n2/N=C/c2ccccc2O)n1	/	-0.8%	i	0.4	1.7	1180	i	9.7	2.9%	3.8	-1.3	-1.8%	-2.5%
COc1cc(OC)c2c(O)c3c(c(-c4c5c(c(O)c6c(OC)cc(OC)cc46)CO[C@@H](C)[C@H]5O)c2c1)[C@H](O)[C@H](C)OC3	-0.5%	?	i	2.7	0.0	1085	i	30.4	1.7%	4.8	-1.3	6.7%	-1.7%
Cc1cc(C)n(Cc2ccc(C(=O)N/N=C/c3ccc(-c4ccc([N+](=O)[O-])cc4)o3)o2)n1	-0.7%	11.6%	i	1.3	/	/	i	20.7	2.0%	/	/	6.7%	0.1%
NC(=O)C1CCCN(C(=O)c2cccc(S(=O)(=O)N(Cc3ccccc3)c3ccccc3)c2)C1 (stereo unspecified)	/	/	i	0.5	/	/	i	32.8	1.2%	/	/	5.0%	/

From PubChem

No enrichment for hits (roughly 3.6% active in at least one column).
